# hIAP activ – human IAP activation | purified human IAP, CDP-Star luminescence, 30 min; stronger effect = higher value; 1 = vehicle-only enzyme, 0 = enzyme-free background | activation factor at 10 µM | AID 2524 | actives 0.16% (n = 330,000) | P09923;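 active = activation factor of the enzyme at least 2-fold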; also: the source names both 10 and 20 µM as test concentration; values of inactives mirror those of a sister screen read the other way
# PfGluPho inh – PfG6PD (Plasmodium falciparum) enzyme inhibition; inhibition, % at 20 µM; AID 504690; actives 0.78% (n = 350,000); PfGluPho enzyme, NADPH resazurin-diaphorase fluorescence;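 active = inhibition reaching at least a set limit at 20 µM in the primary screen, cut at about 59% in these data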;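 also: 0% = DMSO wells with substrate and 100% = DMSO wells lacking glucose-6-phosphate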
# HKDC1 inh – inhibitors of human hexokinase HKDC1; recombinant HKDC1, G6PDH/diaphorase resazurin coupled fluorescence; Q2TB90; inhibition, % at 20 µM; actives 0.16% (n = 340,000); AID 493160;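 active = inhibition above about 35% when tested at 20 µM, limit read from the data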;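 also: plate controls were DMSO wells with enzyme for no effect and DMSO wells lacking enzyme for full effect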
# Target sequence (Q2TB90 whole entry, looked up): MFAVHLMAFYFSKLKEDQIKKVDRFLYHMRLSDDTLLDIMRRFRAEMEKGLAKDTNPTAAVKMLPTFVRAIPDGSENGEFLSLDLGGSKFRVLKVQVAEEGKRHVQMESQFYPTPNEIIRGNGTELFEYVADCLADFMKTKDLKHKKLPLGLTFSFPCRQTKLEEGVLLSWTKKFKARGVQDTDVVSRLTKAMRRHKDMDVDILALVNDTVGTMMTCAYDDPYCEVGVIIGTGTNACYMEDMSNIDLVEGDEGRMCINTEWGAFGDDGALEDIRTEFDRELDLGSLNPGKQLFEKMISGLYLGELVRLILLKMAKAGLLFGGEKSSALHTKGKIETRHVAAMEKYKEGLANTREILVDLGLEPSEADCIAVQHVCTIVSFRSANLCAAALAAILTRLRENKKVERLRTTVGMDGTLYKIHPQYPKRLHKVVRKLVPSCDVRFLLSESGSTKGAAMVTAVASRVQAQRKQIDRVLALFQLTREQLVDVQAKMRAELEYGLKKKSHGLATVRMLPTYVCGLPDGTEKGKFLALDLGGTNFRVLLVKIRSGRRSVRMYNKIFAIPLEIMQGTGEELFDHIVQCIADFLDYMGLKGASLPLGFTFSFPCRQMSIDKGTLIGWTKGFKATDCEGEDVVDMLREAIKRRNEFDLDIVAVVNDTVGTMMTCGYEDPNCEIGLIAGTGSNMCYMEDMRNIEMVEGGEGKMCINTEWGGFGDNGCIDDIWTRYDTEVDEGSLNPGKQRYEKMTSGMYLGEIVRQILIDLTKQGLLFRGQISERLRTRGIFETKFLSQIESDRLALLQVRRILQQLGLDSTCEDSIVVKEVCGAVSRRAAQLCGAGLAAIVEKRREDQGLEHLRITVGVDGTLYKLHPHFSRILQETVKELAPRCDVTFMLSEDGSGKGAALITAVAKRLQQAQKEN
#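 Assay system: in-house recombinant HK5 (HKDC1) enzyme. Input: HKDC1 at 5 µg/mL. Medium: Tris pH 8.0 buffer with MgCl2, Tween-20, BSA, BME. Dosing: single 20 µM dose. Schedule: 90 min reaction incubation at room temperature, dark. Signal: resazurin-to-resorufin fluorescence via G6PDH and diaphorase coupling, 525/613 nm. Controls: DMSO-enzyme wells negative, buffer-substituted wells positive.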
# ATG4B inhibitor – blocks human ATG4B protease cleavage of LC3 substrate. ATG4B cleavage of LC3-PLA2, NBD-HPC fluorescence, 1 h. AID 504462. Q9Y4P1. inhibition, % at 8.33 µM. actives 0.51% (n = 340,000); in the data active = inhibition above about 40%
# hIAP inh – human IAP inhibition; P09923; inhibition, % at 10 µM; actives 0.12% (n = 330,000); purified IAP, CDP-Star luminescence, 30 min;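 active = inhibition reaching a set limit with compound at 10 µM in the primary screen, cut at about 35% in these data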;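 also: plate controls were DMSO wells with enzyme for no effect and no-enzyme buffer wells for full effect; values of inactives mirror those of a sister screen read the other way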
# mIAP act – mouse IAP activation | activation factor at 10 µM | muIAP, CDP-Star luminescence, 30 min; stronger effect = higher value; 1 = vehicle-only enzyme signal, 0 = enzyme-free wells | actives 0.24% (n = 330,000);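 active = activation factor of at least 2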; also: the source names both 10 and 20 µM as test concentration; values of inactives mirror those of a sister screen read the other way
#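 also added = chemiluminescent substrate CDP-Star | test system = mouse IAP enzyme | signal = chemiluminescence readout | compound = DMSO-dissolved test compounds | incubation = 30 min at room temperature | benchmarks = DMSO wells, no-enzyme wells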
# mIAP inh – blocks mouse intestinal alkaline phosphatase; purified mouse IAP, CDP-Star luminescence, 30 min; inhibition, % at 10 µM; actives 0.2% (n = 330,000);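 active = inhibition of at least 40% at 10 µM in the primary screen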;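 also: plate controls were DMSO with enzyme for no effect and no enzyme wells for full effect; values of inactives mirror those of a sister screen read the other way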
# A3A deaminase – inhibitors of human APOBEC3A DNA deaminase; P31941; recombinant A3A, FAM/TAMRA ssDNA deamination fluorescence; inhibition, % at 20 µM; actives 0.41% (n = 330,000); AID 493011;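 active = at least 40% inhibition at 20 µM here, with at most 30% in a related deaminase screen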;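 also: plate controls were A3A with DMSO for no effect and wells lacking A3A enzyme for full effect; some results filed as inactive read as strong as hits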
# Starred values were filed as active, the others as inactive; / = no result given.
SMILES,hIAP activ,PfGluPho inh,HKDC1 inh,ATG4B inhibitor,hIAP inh,mIAP act,mIAP inh,A3A deaminase
COc1cccc(Cl)c1NC(=O)N1CCN(c2cc(C)nc3ccccc23)CC1,1,-9,-2,-1,0,0.93,7,-2
CCOC(=O)N1CCC(NC(=O)c2cc(COc3c(C)cccc3C)on2)CC1,1.1,11,-2,6,-6,0.89,11,-3
Cc1cc(C)n2ncc(C(=O)Nc3ccc(Cl)c(Cl)c3)c2n1,1.2,16,-6,-12,-16,0.98,2,-3
CCOc1ccc(C(=O)COC(=O)c2cc(=O)[nH]c3ccccc23)cc1,1.1,-5,-4,-4,-6,1,-2,-1
CCOC(=O)C1CCN(c2c(NCCN3CCN(c4ccccc4)CC3)c(=O)c2=O)CC1,0.83,8,-5,-12,17,0.88,12,-3
O=C(Cn1cnc2c(nnn2Cc2ccccc2)c1=O)N1CCN(c2ccccc2)CC1,1,-22,1,-1,0,1.1,-6,4
C/C(=N\Nc1ccccn1)c1ccc2c(c1)OCO2,0.89,27,0,-9,11,0.89,11,-2
CCOC(=O)C(Cc1ccccc1)NC(=O)Cn1nnc(-c2ccc(SC)cc2)n1 (configuration not stated),0.94,7,1,37,6,0.98,2,-2
CC(=O)c1ccc(N/C=C\C(=O)c2ccc(C)cc2)cc1,1.1,-1,-6,-17,-13,0.93,7,-2
O=[N+]([O-])c1ccc(S(=O)(=O)N/N=C/c2ccsc2)cc1,0.95,10,-2,-6,5,0.97,3,-3
COc1cc2c(cc1NC(=O)COC(=O)/C=C/c1ccc([N+](=O)[O-])cc1)oc1ccccc12,1,-18,1,-4,-5,0.99,1,-4
COc1cc(SC)ccc1C(=O)NCCOc1ccc(Cl)cc1,0.84,-4,-4,-2,16,0.99,1,2
O=C(CSc1ccccc1)Nc1ccc(S(=O)(=O)Nc2ncccn2)cc1,0.92,-17,-4,-15,8,0.91,9,1
CCOC(=O)N1C2=NC(C(=O)OC)=C(C(=O)OC)[C@@H]3N(C)c4ccc(OC)cc4[C@]23C[C@H]1C(=O)OC,0.86,-11,-4,-8,14,1,-3,-2
COc1cccc(NC(=S)N2CCC(NC(=O)c3ccco3)CC2)c1,1.1,-1,-3,-1,-10,0.98,2,-4
Cc1cc(=O)[nH]c2nnc(-c3ccc(Cl)cc3)n12,0.88,46,-5,1,12,1,0,-1
CCOCc1nnc(NC(=O)COC)s1,1.2,-4,-4,-5,-15,1.1,-7,-2
CSC(=NC#N)N1CCN(c2cccc(Cl)c2)CC1,1.3,15,1,-8,-26,1.1,-10,1
O/N=C/c1cc(Br)ccc1OCc1ccc(F)cc1,0.98,17,5,23,2,0.87,13,1
C[C@@H]1CN([C@@H](C)CO)C(=O)Cc2cc(NS(=O)(=O)c3cn(C)cn3)ccc2O[C@@H]1CN(C)C(=O)Nc1ccccc1,1,17,-1,-7,-4,0.97,3,-3
O=C(Nc1ccc(Br)cc1)c1cccc(N2C(=O)C3C4C=CC(C4)C3C2=O)c1 (configuration not stated),1.5,1,-5,-3,-46,0.89,11,-2
CC(C)(C)c1ccc(C(=O)Nc2ccc(C(=O)NCc3cccnc3)cc2)cc1,1.1,14,4,-9,-11,0.96,4,1
O=C(CC(SCCO)c1ccc2c(c1)OCO2)c1ccco1 (configuration not stated),0.99,0,-2,-7,1,1,0,-3
CC(C)(C)OC(=O)NC1CCN(S(=O)(=O)c2ccc3c(c2)OCCO3)CC1,0.98,-8,-3,-5,2,1,-4,0
O=c1[nH]c(N/N=C/c2ccccc2)nc2ccccc12,0.83,6,-9,-2,17,0.92,8,3
SMILES,hIAP activ,PfGluPho inh,HKDC1 inh,ATG4B inhibitor,hIAP inh,mIAP act,mIAP inh,A3A deaminase
Cc1noc(C)c1S(=O)(=O)N(CC(=O)N1CCc2ccccc21)c1ccc(C(C)C)cc1,0.96,16,1,0,4,1,-4,-3
N#Cc1cnn(-c2ncnc3sc(-c4ccccc4)cc23)c1N,0.76,-4,-8,5,24,0.97,3,0
Cn1cc(S(=O)(=O)Nc2ccc(OC(F)(F)F)cc2)c(=O)n(C)c1=O,0.96,4,-4,0,4,0.98,2,-2
Cc1ccc(OCC(=O)NNC(=O)CCc2ccccc2)cc1,1.6,-3,-8,0,-62,0.95,5,1
O=C(CSc1nc2ccccc2nc1N1CCOCC1)Nc1ccccc1F,0.89,-8,-3,6,11,0.92,8,2
NC(=O)CC(NC(=O)Cc1cccc2ccccc12)c1ccc(NC2CC3CCC2C3)c([N+](=O)[O-])c1 (configuration not stated),0.93,3,1,-5,7,0.9,10,-5
Cc1nn(C)cc1CN1CCC(CO)(CCOc2ccccc2)CC1,1.1,-20,-3,4,-7,0.99,1,6
COc1ccc(CC(=O)NC2CCSc3ccccc32)c(OC)c1 (configuration not stated),1,-8,-8,0,0,1,-1,-4
CCOC(=O)N1CCN(C(=O)CCSc2ccc(C)cc2)CC1,0.9,-21,-5,-4,10,1,0,-4
N#CC1(C#N)COC23CCCCC2C1(C#N)C(=N)O3 (configuration not stated),1,12,-4,4,-4,0.91,9,-1
CCOC(=O)c1cc(C#N)c(N2CCN(C(=O)c3ccccc3)CC2)nc1C(F)(F)F,1.1,-10,3,4,-6,0.99,1,2
COc1ccc(C)cc1NC(=O)CSc1nnc2ccc(-c3cccnc3)nn12,0.96,-8,2,-5,4,0.99,1,-2
CCCC(=O)Nc1nc2n(n1)C(c1ccccc1)CC(=O)N2 (configuration not stated),0.99,-10,-1,2,1,0.94,6,7
COc1cc(C)ccc1OCCCCN1CC(C)OC(C)C1 (configuration not stated),0.82,-4,-3,-12,18,1,0,-1
COc1cc(CCC(=O)Nc2ccc(Br)c(C(F)(F)F)c2)cc(OC)c1OC,0.95,15,2,2,5,1.4,-41,0
O=C(CCC1CCCCC1)NC1=NCCS1,0.86,-7,-6,3,14,0.97,3,-1
CSc1nc(-c2ccco2)nn1S(=O)(=O)c1ccccc1,0.91,/,/,/,9,0.99,1,-2
CSc1ccc(CN(C)C(=O)C(Cc2ccccc2)NC(=O)c2ccccc2)cc1 (configuration not stated),0.87,-2,-2,-1,13,1.1,-9,1
CN1C(=O)c2ccccc2C(C(=O)O)C1c1cn(C)c2ccccc12 (configuration not stated),0.97,5,5,-10,3,1.1,-10,-2
O=C(NNC(=S)NC(=O)c1cccc([N+](=O)[O-])c1)c1ccc(O)cc1,1.5,18,-1,-12,-48,0.65,35,-6
Cc1onc(-c2ccccc2Cl)c1C(=O)NC(=S)Nc1ccccc1C(N)=O,1.1,-12,-10,4,-7,0.93,7,-2
S=C(Nc1cccc(Cl)c1)Nc1ccc2cn[nH]c2c1,0.95,15,-6,17,5,1.1,-10,-1
CC(NC(=O)CCn1nc(-c2ccc(Cl)cc2)ccc1=O)c1ccccc1 (configuration not stated),0.95,12,-7,-8,5,1,-2,1
C=C(C)c1nc(N)nc(N)n1,1.1,-6,-2,-7,-11,1,-4,-4
COC(=O)c1ccc(C)c(NC(=S)NCc2ccc(Cl)cc2)c1,0.93,-10,-7,-7,7,1.5,-55,2

# Looked up by compound from above:
SMILES,hIAP activ,PfGluPho inh,HKDC1 inh,ATG4B inhibitor,hIAP inh,mIAP act,mIAP inh,A3A deaminase
O=C(CSc1ccccc1)Nc1ccc(S(=O)(=O)Nc2ncccn2)cc1,0.92,-17,-4,-15,8,0.91,9,1
COc1cc(SC)ccc1C(=O)NCCOc1ccc(Cl)cc1,0.84,-4,-4,-2,16,0.99,1,2
O=C(NNC(=S)NC(=O)c1cccc([N+](=O)[O-])c1)c1ccc(O)cc1,1.5,18,-1,-12,-48,0.65,35,-6

# Going on with the list.
SMILES,hIAP activ,PfGluPho inh,HKDC1 inh,ATG4B inhibitor,hIAP inh,mIAP act,mIAP inh,A3A deaminase
OCCOCCOCCn1c2ccccc2c2ccccc21,1.1,-5,4,-14,-9,1.1,-10,-3
Cc1ccc(N2CCN(CCCCN3C(=O)C4CCCN4C3=O)CC2)cc1 (configuration not stated),1,-1,-6,-2,-3,0.95,5,1
CCN(CC)CCCNC(=S)N(Cc1cccs1)Cc1cc2cc3c(cc2[nH]c1=O)OCCO3,0.96,2,-6,-6,4,0.97,2,1
Cc1cc(C(=O)OCC(=O)N2CCC(c3ccccc3)=N2)ccc1[N+](=O)[O-],0.91,1,-2,3,9,0.89,12,-4
Cc1ccc2[nH]c(=O)c(CC=C(Cl)Cl)c(C)c2c1,1.1,8,-12,-5,-6,0.92,8,-3
CCOC(=O)c1ccccc1NC(=O)CSc1nnc(C(C)C)n1CC,0.74,-15,0,-4,26,0.93,7,-1
CCOc1ccc(/C=C/[N+](=O)[O-])c2ccccc12,0.99,64*,32,3,1,0.92,8,4
N=C(N)SCc1nc2ccccn2c1Br,0.86,-6,-6,4,14,0.92,8,3
COc1cccc(C2C(C(=O)NCc3ccccc3)=C(C)Nc3ncnn32)c1 (configuration not stated),0.94,4,-5,1,6,0.97,3,-1
O=C(Nc1cccc(O)c1)c1cc(S(=O)(=O)N2CCCC2)ccc1Cl,1,8,-2,0,-2,0.99,1,-6
Cc1cc(NC(=O)CCN2CCCCC2)ccc1Br,1.2,-12,-2,7,-24,1,-1,-6

# As entered above:
# `Cc1cc(C(=O)OCC(=O)N2CCC(c3ccccc3)=N2)ccc1[N+](=O)[O-]` | HKDC1 inh: -2
# `CCOC(=O)c1ccccc1NC(=O)CSc1nnc(C(C)C)n1CC` | mIAP act: 0.93

# 7 entries from above, ordered by the number in hIAP inh, high to low.
Structure,hIAP inh
COc1cccc(C2C(C(=O)NCc3ccccc3)=C(C)Nc3ncnn32)c1 (configuration not stated),6
CCN(CC)CCCNC(=S)N(Cc1cccs1)Cc1cc2cc3c(cc2[nH]c1=O)OCCO3,4
O=C(Nc1cccc(O)c1)c1cc(S(=O)(=O)N2CCCC2)ccc1Cl,-2
Cc1ccc(N2CCN(CCCCN3C(=O)C4CCCN4C3=O)CC2)cc1 (configuration not stated),-3
Cc1ccc2[nH]c(=O)c(CC=C(Cl)Cl)c(C)c2c1,-6
OCCOCCOCCn1c2ccccc2c2ccccc21,-9
Cc1cc(NC(=O)CCN2CCCCC2)ccc1Br,-24

# Bioassay records from PubChem.
